Giardia kill: kills Giardia lamblia; Giardia lamblia trophozoite viability; activity change, % at 7.66 µM, hits read low; 0.15% of 340,000 active; AID 540267; in the data active = activity change below about -80%; inconclusive = between about -30% and that limit;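 note: parasites exposed to compound for two days anaerobically before the ATP read; % is set by controls: 0 for no effect and ±100 for the full control effect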
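Giardia lamblia trophozoites (100 cells/well) were incubated with compounds for 48 h at 37 deg C under anaerobic conditions. Viability was read as ATP content by one-step luminescence after 15-30 min at room temperature.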
Coupling enz: coupling enzyme interference in Giardia aldolase counter-screen | coupling enzyme system counterscreen, AmpLite Red fluorescence | activity change, negative = inhibition, % at 58.2 µM, hits read low | 0.67% of 290,000 active; in the data active = activity change below about -30%; note: % is set by controls: 0 for no effect and ±100 for the full control effect
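Counterscreen lacking aldolase: glyceraldehyde-3-phosphate coupling-enzyme reagent preincubated 10 min at RT with compound (at 57.5 uM final), then substrate/coupling system with AmpLite Red added; fluorescence read at 525/598 nm after 20 min RT.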
hERG WT inh: KCNH2 (human, wildtype) channel inhibition; Q12809; U2OS, BacMam KCNH2, thallium flux FluxOr; active compounds read low; activity change, % at 1.84 µM; 0.37% of 340,000 active;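 active = maximum activity change below -70%; inconclusive = maximum activity change between -70% and -50%; inactive = maximum activity change above -50%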; note: % is set by controls: 0 for no effect and ±100 for the full control effect
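U2OS cells transduced with wild-type KCNH2 virus are loaded with FluxOr dye for 45 min, and thallium flux is measured in kinetic reads before and after stimulation buffer. Rate constants are normalized to DMSO controls.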
TRPV1 agonist: activates the human vanilloid receptor TRPV1. Q8NER1. TRPV1-expressing cells, Fluo-8 calcium influx, agonist mode. activation, % at 8.33 µM. 0.19% of 320,000 active. AID 540275; in the data active = activation above about 80%; inconclusive = between about 30% and that limit; note: 0% is about no effect
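Fluo-8 calcium influx in TRPV1-expressing cells, kinetic read (ex 480/em 520 nm). Compound added and read 3 min for agonist activity, followed by capsaicin at EC20 final and 2 min further read for enhancement.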
B2AR arrestin: agonists driving beta-arrestin recruitment to human beta2-adrenergic receptor; 0.02% of 330,000 active; beta-arrestin recruitment to beta2AR, cell-based reporter; P07550; Potency, µM (top dose mostly 46.1 µM), without a hit: at the top dose activation, actives largely listed as activators;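 note: potency is the fitted concentration of half-maximal effect; 0% = DMSO controls and full agonism = EC100 isoproterenol or metaproterenol; nearly all actives have a fitted effect of over 65% in size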
GALK inhibitor: blocks human galactokinase activity; Purified GALK, Kinase-Glo residual ATP luminescence; Potency, µM (titrated, usually from 57.5 µM), without a hit: at the highest dose activity change, negative = inhibition, most hits filed as inhibitors; 0.007% of 270,000 active; AID 1868; note: potency is the fitted concentration of half-maximal effect; % is set by controls: 0 for no effect and ±100 for the full control effect
Target sequence (P51570 whole entry, looked up): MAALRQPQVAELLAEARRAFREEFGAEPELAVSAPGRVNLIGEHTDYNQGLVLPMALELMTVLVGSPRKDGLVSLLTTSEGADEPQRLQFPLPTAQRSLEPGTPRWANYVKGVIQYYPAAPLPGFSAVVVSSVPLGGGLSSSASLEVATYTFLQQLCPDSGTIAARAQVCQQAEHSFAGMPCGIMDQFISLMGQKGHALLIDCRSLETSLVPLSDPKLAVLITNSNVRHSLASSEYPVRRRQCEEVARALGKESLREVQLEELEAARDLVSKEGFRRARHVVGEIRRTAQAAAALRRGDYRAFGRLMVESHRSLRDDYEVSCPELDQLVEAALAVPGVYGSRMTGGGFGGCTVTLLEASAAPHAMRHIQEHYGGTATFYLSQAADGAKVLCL
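Kinase-Glo Plus luminescence measured ATP left after a 1 h room-temperature reaction. The reaction used 5 nM GALK, 100 uM galactose and 35 uM ATP at pH 8.0 (20 mM HEPES, 5 mM MgCl2, 60 mM NaCl, 1 mM DTT, 0.01% BSA).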
KCNH2 3.1 block: KCNH2 3.1 (human) potassium channel inhibition; U2OS KCNH2 3.1, thallium flux FluxOr; active compounds read low; activity change, % (tested at about 1.8 µM); 0.95% of 340,000 active; AID 720553;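 active = maximum activity change below -70%; inconclusive = maximum activity change from -70% to -50%; inactive = maximum activity change above -50%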;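 note: thallium influx rate constant from kinetic fluorescence after stimulation buffer; % is set by controls: 0 for no effect and ±100 for the full control effect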
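We transduce U2OS cells with the mutant 3.1 virus, culture them overnight, load FluxOr with Red40 quencher for 45 min, then add stimulation buffer and read kinetically for 2 min to derive a normalized rate constant.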
USP2a inh: inhibitors of human ubiquitin-specific protease USP2a; O75604; USP2 core, Ub-CHOP2 coupled fluorogenic reporter, 485/531; 0.01% of 330,000 active; Potency, µM (highest dose often 38.3 µM), inactives show at the top dose activity change, negative = inhibition, hits mostly inhibitors;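 note: potency is the fitted concentration of half-maximal effect; plate controls were DMSO wells for no effect and full inhibition by NEM control for full effect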
Target sequence (O75604 whole entry, looked up): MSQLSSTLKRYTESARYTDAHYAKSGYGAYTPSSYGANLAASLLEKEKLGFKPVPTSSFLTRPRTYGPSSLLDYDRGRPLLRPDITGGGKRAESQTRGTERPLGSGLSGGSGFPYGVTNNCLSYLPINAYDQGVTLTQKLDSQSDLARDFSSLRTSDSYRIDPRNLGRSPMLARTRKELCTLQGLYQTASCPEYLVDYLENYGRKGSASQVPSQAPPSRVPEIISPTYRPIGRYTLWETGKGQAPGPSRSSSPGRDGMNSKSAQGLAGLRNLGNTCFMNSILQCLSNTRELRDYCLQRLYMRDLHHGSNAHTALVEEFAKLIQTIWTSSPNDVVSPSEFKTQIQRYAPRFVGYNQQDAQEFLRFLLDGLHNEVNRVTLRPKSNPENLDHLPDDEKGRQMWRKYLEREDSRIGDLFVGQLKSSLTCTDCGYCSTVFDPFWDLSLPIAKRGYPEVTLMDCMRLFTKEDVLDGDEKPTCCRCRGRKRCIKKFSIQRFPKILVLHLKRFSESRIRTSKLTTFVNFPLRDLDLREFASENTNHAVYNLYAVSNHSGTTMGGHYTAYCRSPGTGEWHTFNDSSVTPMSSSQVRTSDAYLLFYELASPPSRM
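Deubiquitinase activity read as fluorescence (485/531 nm) after Ub-CHOP2 cleavage activates the enterokinase reporter on its substrate; USP2 core 10nM, Ub-CHOP2 and substrate 25nM each, 30min compound preincubation then 60min RT; data normalized to NEM, curves fitted.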
CXXC DNA block: inhibitors of human MLL CXXC domain-DNA interaction | Q03164 | MLL-CXXC / FITC-HOXA9 DNA fluorescence polarization | Potency, µM (titrated, usually from 115 µM), inactives show top-dose activity change, negative = inhibition, hits mostly inhibitors | 0.037% of 290,000 active; active = well fitted inhibition curve with a large enough effect in the polarisation, with a control signal flat, not every such curve was filed as active; inconclusive = small, poorly fitted or top-dose-only effect, or effect the other way, or a change in a side signal; inactive = no such curve, though single readings can be large or run the other way; the % refers to the polarisation; note: potency is the fitted concentration of half-maximal effect
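Fluorescence polarization: 7 uM MLL-CXXC (stock) preincubated 5 min with compounds, then 50 nM fluorescein-HOX-A9 DNA (stock) added; 30 min ambient. Buffer 50 mM Tris-HCl pH 7.5, 50 mM NaCl, 1 mM DTT, 0.05% BSA.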
PKM2 act: PKM2 (human) enzyme activation | P14618 | purified PKM2, Kinase-Glo ATP luminescence, activation; response scale: 0% is enzyme alone, no compound | Potency, µM (highest dose often 57.5 µM), without a hit: top-dose activation, usual class: activators | 0.34% of 260,000 active; note: potency is the fitted concentration of half-maximal effect; % is set by controls: 0 for no effect and ±100 for the full control effect; nearly all actives have a fitted effect of over 55% in size
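Kinase-Glo luminescence reports ATP generated from ADP (0.1 mM) and PEP (0.5 mM) by purified hPK-M2 after 1 h at room temperature, pH 7.2 imidazole buffer; intermediate enzyme activity allows detecting inhibitors and activators.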
Menin-MLL TR inh: displaces Texas Red mutant MLL peptide from human menin; O00255; Menin + Texas Red MLL mutant peptide, fluorescence polarization; Potency, µM (series often up to 61.6 µM), for the others: at the top dose FP activity change, negative = inhibition, hits mostly inhibitors; 0.23% of 270,000 active; AID 1768; active = well fitted inhibition curve with a large enough effect in the polarisation, with a control signal flat, not every such curve was filed as active; inconclusive = small, poorly fitted or top-dose-only effect, or effect the other way, or a change in a side signal; inactive = no such curve, though single readings can be large or run the other way; the % refers to the polarisation; note: potency is the fitted concentration of half-maximal effect; % of control where 0% means no effect; many of its hits are not listed in these tables
An asterisk follows results filed as active; ? = inconclusive; / = no result given; [ ] = another dose, or the depositor's remark. Unless noted, calls come from the whole dose curve; as a rule, active = well fitted curve in the direction sought with a large enough effect; inconclusive = small, poorly fitted or top-dose-only effect, or another doubt; inactive = no such curve, though single readings can be large; an effect the other way counts as inactive or inconclusive. These rows are one share of the data; rates above refer to the full screens.

SMILES	Giardia kill	Coupling enz	hERG WT inh	TRPV1 agonist	B2AR arrestin	GALK inhibitor	KCNH2 3.1 block	USP2a inh	CXXC DNA block	PKM2 act	Menin-MLL TR inh
Cc1ccc(N2CC(C(=O)Nc3ccc(S(=O)(=O)Nc4nccs4)cc3)CC2=O)cc1 (stereo not given)	13	2	1	1	0.0%	0%	3	4%	2%	3%	2%
COc1ccc(C(=O)Nc2ccc(C)cn2)cc1S(=O)(=O)N1CCCc2ccccc21	11	/	1	3	-0.2%	/	-5	0%	/	/	/
COc1ccc(OCc2ccc(/C=N\NC(=O)c3sccc3C)o2)cc1	18	/	-22	2	-0.5%	-5%	-7	5%	0%	/	/
O=C(O)C1=C[C@H](c2csc3ccccc23)C[C@H](OCCCCO)O1	9	1	2	4	-0.3%	3%	11	-2%	-21%	-7%	6%
Cc1ccc(NC(=O)C2CCN(C(=O)c3ccc(Cl)cc3)CC2)nc1	10	/	0	-4	-0.3%	/	-20	-2%	/	/	/
c1ccc(OCc2nn3c(Cn4nnc5ccccc54)nnc3s2)cc1	-19	3	5	7	0.0%	1%	-14	-4%	-2%	1%	8%
CC(=O)Nc1ccc(S(=O)(=O)N2CCN(C34CC5CC(CC(C5)C3)C4)CC2)cc1	7	4	4	15	-0.2%	-2%	-8	0%	3%	3%	-8%
N#Cc1cc2c(nc1SCC(=O)Nc1sc3c(c1C#N)CCC3)CCC2	25	5	0	-2	-3.3%	/	9	3%	18%	-1%	8%
COC(=O)c1c(-c2cccc3ccccc23)csc1NC(=O)Cc1ccc(OC)c(OC)c1	11	2	-18	3	0.2%	3%	-15	2%	8%	-2%	-2%
Cc1oc(-c2ccccc2)cc1C(=O)Nc1cccc(C(=O)O)c1	-8	10	-5	2	-0.4%	-6%	6	-1%	-4%	1%	?
CC(/C=N\N1CCN(Cc2ccc(C)cc2)CC1)=C\c1ccccc1	6	0	-8	-4	-0.1%	-4%	-1	4%	4%	-6%	-2%
O=C(c1ccc(F)cc1)c1ccc(CN2C(=O)c3ccccc3C2=O)o1	-11	1	2	-2	-0.3%	1%	0	2%	5%	-28%	3%
CC(NC(=O)Cc1ccc(S(=O)(=O)N2CCCCC2)cc1)c1ccccc1 (stereo not given)	-7	/	0	13	0.1%	/	1	-6%	/	/	/
Cc1cc(C)c2nc(NNC(=O)c3cc(=O)c4ccccc4o3)sc2c1	2	-10	23	1	-0.3%	8%	-3	3%	-8%	?	?
COc1ccc(CCNC(=O)c2ccc(NS(=O)(=O)c3ccc4[nH]c(=O)[nH]c4c3)cc2)cc1OC	-11	/	28	4	0.5%	2%	/	4%	31%[activator]	/	/
CCOCCCNC(=O)C(c1ccc(Cl)cc1)N(Cc1cccs1)C(=O)CNC(C)=O (stereo not given)	6	3	3	0	-0.8%	0%	5	-2%	11%	0%	-8%
CN(C1CCCCC1)S(=O)(=O)c1cccc(C#N)c1	-2	0	-9	6	0.0%	8%	0	-2%	22%	-3%	-9%
CNS(=O)(=O)c1ccc(CCC(=O)N2CCN(c3ccccc3OC)CC2)cc1	?	-6	-9	13	0.2%	8%	-9	-2%	0%	-3%[11.5 µM]	0%
Cc1nc(N2CCN(C)CC2)c2sc(=S)n(C)c2n1	-8	1	-2	-2	-0.1%	2%	-28	2%	11%	5%	6%
O=C(O)Cc1coc(-c2ccc(F)cc2)n1	-13	5	-15	-3	0.2%	0%	7	5%	1%	4%	-3%
COCCn1nnnc1C(c1cccc(OC)c1OC)N1CCN(C2CCCCC2)CC1 (stereo not given)	-3	1	6	4	0.5%	7%	25	-1%	9%	1%	-3%
CCCCn1c(N)c(N(CCOC)C(=O)CSc2nnc(-c3ccc(C(C)(C)C)cc3)n2N)c(=O)[nH]c1=O	-2	/	-1	-1	3.8%	/	5	0%	/	/	/
Cc1ccc(C)c(/C=C/C(=O)c2ccccc(=O)c2O)c1	2	-1	9	2	?	/	11	1%	-2%	17%	?
CSC1=NC(C)(C)C=C(/C=C/c2c(Cl)cccc2Cl)N1	7	-11	1	13	-0.2%	-1%	30	1%	-2%	2%	2%
Cc1onc(NC(=O)NC(=O)c2c(F)cccc2Cl)c1Br	-3	/	6	3	-0.1%	3%	2	2%	7%	-2%	/
SMILES	Giardia kill	Coupling enz	hERG WT inh	TRPV1 agonist	B2AR arrestin	GALK inhibitor	KCNH2 3.1 block	USP2a inh	CXXC DNA block	PKM2 act	Menin-MLL TR inh
OCCN1CCN(C(=S)NCCc2ccccc2)CC1	16	0	10	?	-0.1%	1%	-2	1%	-3%	7%	-2%
CCOc1ccc2nc(SCC(=O)Nc3nonc3C)[nH]c2c1	-14	1	7	2	-0.7%	-1%	15	0%	-3%	2%	16%
O=c1c2ccccc2ncn1-c1ccccc1[N+](=O)[O-]	7	1	4	3	-0.7%	-1%	8	1%	7%	-7%	0%
C=CCn1cc(/C=N\NC(=O)c2cc3c(ccc4ccccc43)o2)c2ccccc21	-2	-13	-1	/	0.3%	1%	-6	-1%	24%	-1%	/
CCn1c(C)nnc1SCC(=O)Nc1ccc(C(C)=O)cc1	?	1	-1	1	-0.3%	-2%	-13	2%	2%	-1%	-5%
O=C(CCc1ccc(S(=O)(=O)N2CCOCC2)cc1)N/N=C/c1cccc(O)c1	9	3	-1	-2	0.0%	-4%	15	1%	-4%	0%	3%
CC(C)(C)C(CO)NC(=O)c1ccc[nH]1 (stereo not given)	46[activator]	/	-7	1	0.1%	/	7	2%	/	/	/
CCOC(=O)/C(C#N)=C/c1cc2ccccc2nc1N1CCOCC1	7	2	1	12	-2.7%	/	-1	-6%	-21%	2%	-19%
Cc1cccc2nc(-c3ccccc3)nc(N3CCC(O)(c4ccc(Cl)cc4)CC3)c12	-1	-4	6	4	-1.1%	0%	-3	3%	1%	-1%	-4%
O=C(Oc1ccc2c(c1)O/C(=C\c1ccncc1)C2=O)c1ccccc1	68[activator]	8	-1	0	-0.2%	-5%	-5	?	?	0%	-26%
Cn1c(CNC(=O)c2ccc(Cl)cc2)nnc1SCC(=O)NC1CCCC1	-23	-2	1	-1	0.0%	-2%	-3	1%	0%	/	3%
O=C(NCC(Cl)c1ccc2ccccc2c1)c1c(F)cccc1F (stereo not given)	25	-12	-12	3	-0.1%	6%	-5	3%	2%	/	-10%
Cc1ccc(C)c(OCC(=O)N/N=C/c2c(C)nn(-c3ccccc3)c2Cl)c1C	-4	7	1	-2	-0.5%	1%	-14	1%	3%	-5%	-2%
O=C(Cn1c(=O)n(CCC(=O)N2CCCCC2)c(=O)c2sccc21)NCc1ccccc1	6	3	-8	1	0.3%	0%	0	1%	25%	0%	-2%
CCSc1nnc(N)s1	3	-1	-1	3	0.3%	-1%	11	0%	-11%	-2%	0%
Cc1c(Cl)cccc1NC(=O)CN1CCN(CCO)CC1	-21	2	-7	7	5.4%	-2%	-6	1%	2%	0%	12%
COc1cc(C(=O)NNC(=O)COc2ccc(Cl)cc2)ccc1OCC(=O)N1CCOCC1	19	/	-1	-1	0.1%	/	6	1%	/	/	/
Cc1ccc(Nc2cc(C)nc(NCc3ccccc3)n2)cc1	-5	-15	28	28	-0.4%	2%	?	?	11%	-4%	15%
O=C(N/C(=C/c1cccnc1)C(=O)N1CCOCC1)c1ccccc1Br	-4	1	0	-9	-0.7%	0%	15	4%	2%	-4%	0%
CCOC(=O)CN1CC23C=CC(O2)C(C(=O)NCCc2ccccc2)C3C1=O (stereo not given)	2	-5	1	-3	0.5%	0%	-3	1%	-9%	-12%	6%
c1ccc2c(c1)nc(Nc1ccc3c(c1)OCO3)c1nnnn12	14	1	-10	0	-0.3%	0%	23	4%	23%	0%	?
Cc1ccc(NC(=O)CN2C(=O)NC(C)(c3ccc4c(c3)OCO4)C2=O)cc1 (stereo not given)	-3	/	2	/	-0.3%	/	13	0%	/	/	/
O=C(c1ccco1)N1CCN(C(=O)C2CCN(S(=O)(=O)Cc3ccccc3)CC2)CC1	-1	2	-13	-1	0.1%	5%	-2	4%	7%	6%	8%
O=C(c1cccnc1)C1Cc2ccccc2C1=O (stereo not given)	30	2	-3	-9	0.4%	5%	4	4%	0%	-18%	?
CCOC(=O)CN(c1cccc(C(C)=O)c1)S(C)(=O)=O	-8	2	10	-3	0.4%	-1%	-4	-1%	8%	-5%	0%
CC(C/C=N/NC(=O)COc1cc(Cl)ccc1Cl)c1ccccc1 (stereo not given)	6	0	-8	7	-0.8%	3%	/	-10%	15%	3%	7%
CC(C)=C1SC(N2CCN(c3cccc(Cl)c3)CC2)=NC1=O	9	-6	10	7	-0.8%	0%	-2	1%	13%	-19%	-12%
